# GAA inhib: blocks human lysosomal alpha-glucosidase | actives 0.005% (n = 200,000) | purified human GAA, 4-MU-alpha-glucoside fluorescence | AID 1466 | P10253 | Potency, µM (highest dose often 76.9 µM), for the others: top-dose activity change, negative = inhibition, usual class: inhibitors;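 further: plate controls were uninhibited enzyme wells for no effect and no-enzyme background for full effect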
#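 Fluorescence at Ex 365/Em 440 nm from 4-methylumbelliferone reported enzyme activity after 20 min at room temperature. Reactions used 4 nM enzyme and 400 uM substrate at pH 5.0; curves fitted with the Hill equation.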
# RGS12 GoLoco inh: RGS12 GoLoco-Gai1 interaction inhibition | actives 0.44% (n = 230,000) | P63096 | Potency, µM (series often up to 61.6 µM), for inactives: at the highest dose activity, negative = inhibition, actives largely listed as inhibitors | Gai1:RGS12 GoLoco peptide FP, rhodamine, 10 min; active means well fitted inhibition curve with a large enough effect, not every such curve was filed as active; inactive means no such curve, though single readings can be large or run the other way; further: nearly all actives have a fitted effect of over 30% in size; many of its hits are not listed in these tables
# L3MBTL1 block: inhibitors of human L3MBTL1; Q9Y468; AlphaScreen L3MBTL1–H3K9me1 peptide binding; Potency, µM (doses to about 57.1 µM), inactives show top-dose activity, negative = inhibition, actives largely listed as inhibitors; actives 0.66% (n = 230,000); AID 485360; further: nearly all actives have a fitted effect of over 60% in size
#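 First, the protein-peptide complex forms for 30 min at room temperature (L3MBTL1 50 nM, biotinylated H3K9me1 peptide 75 nM). Next, compounds are pin-transferred and incubated 30 min. Finally, AlphaScreen beads are added and read after 30 min.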
# GAA glycogen: GAA glycogen-cleavage inhibition or activation | Potency, µM (titrated, usually from 76.4 µM), without a hit: at the highest dose activity change, negative = inhibition, hits mostly inhibitors | recombinant GAA, glycogen substrate, Amplex Red glucose oxidase fluorescence | AID 2100 | actives 0.38% (n = 300,000) | P10253;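 further: 0% = full enzyme reaction and -100% = no-enzyme basal signal; the screen sought inhibitors and activators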
#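 Recombinant human enzyme (4 nM); glycogen substrate; 37 C, 40 min, pH 5.0. Readout: coupled glucose oxidase/Amplex Red fluorescence.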
# TRb SRC2 PPI: inhibitors of human thyroid hormone receptor beta-SRC2 interaction; P10828; TRbeta-SRC2 peptide binding, fluorescence polarization; receptor liganded with 1 µM T3; Potency, µM (series often up to 106 µM), without a hit: at the highest dose activity change, negative = inhibition, usual class: inhibitors; actives 0.065% (n = 280,000); AID 1469;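 further: plate controls were bound peptide for no effect and peptide without receptor for full effect; nearly all actives have a fitted effect of over 50% in size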
# Target sequence (P10828 whole entry, looked up): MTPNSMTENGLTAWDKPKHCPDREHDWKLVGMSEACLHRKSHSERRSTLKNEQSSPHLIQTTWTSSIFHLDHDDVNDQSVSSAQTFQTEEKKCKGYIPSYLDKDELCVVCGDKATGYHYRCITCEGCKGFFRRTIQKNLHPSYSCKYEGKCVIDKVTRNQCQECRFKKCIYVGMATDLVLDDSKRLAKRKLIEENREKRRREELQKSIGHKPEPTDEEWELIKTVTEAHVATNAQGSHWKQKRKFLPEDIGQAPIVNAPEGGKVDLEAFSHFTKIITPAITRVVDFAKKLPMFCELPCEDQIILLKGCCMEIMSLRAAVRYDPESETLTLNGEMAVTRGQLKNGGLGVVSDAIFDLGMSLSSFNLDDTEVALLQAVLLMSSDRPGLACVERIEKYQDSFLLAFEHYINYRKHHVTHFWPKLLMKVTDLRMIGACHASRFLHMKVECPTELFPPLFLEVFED
#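 Fluorescence polarization of 20 nM Texas Red SRC2 peptide (20-aa NR interaction domain) bound to 0.6 uM human TRb ligand-binding domain, with 1 uM T3, after 5 hr at ambient temperature; inhibition seen as decreased polarization.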
# RECQ1 helicase: inhibitors of human RECQ1 DNA helicase; P46063; Potency, µM (titrated, usually from 57.3 µM), for the others: top-dose activity, negative = inhibition, hits mostly inhibitors; AID 2549; actives 0.54% (n = 240,000); RECQ1 DNA unwinding, red fluorescence kinetic read;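 further: plate controls were vehicle for no effect and no enzyme for full effect; nearly all actives have a fitted effect of over 30% in size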
# Target sequence (P46063 whole entry, looked up): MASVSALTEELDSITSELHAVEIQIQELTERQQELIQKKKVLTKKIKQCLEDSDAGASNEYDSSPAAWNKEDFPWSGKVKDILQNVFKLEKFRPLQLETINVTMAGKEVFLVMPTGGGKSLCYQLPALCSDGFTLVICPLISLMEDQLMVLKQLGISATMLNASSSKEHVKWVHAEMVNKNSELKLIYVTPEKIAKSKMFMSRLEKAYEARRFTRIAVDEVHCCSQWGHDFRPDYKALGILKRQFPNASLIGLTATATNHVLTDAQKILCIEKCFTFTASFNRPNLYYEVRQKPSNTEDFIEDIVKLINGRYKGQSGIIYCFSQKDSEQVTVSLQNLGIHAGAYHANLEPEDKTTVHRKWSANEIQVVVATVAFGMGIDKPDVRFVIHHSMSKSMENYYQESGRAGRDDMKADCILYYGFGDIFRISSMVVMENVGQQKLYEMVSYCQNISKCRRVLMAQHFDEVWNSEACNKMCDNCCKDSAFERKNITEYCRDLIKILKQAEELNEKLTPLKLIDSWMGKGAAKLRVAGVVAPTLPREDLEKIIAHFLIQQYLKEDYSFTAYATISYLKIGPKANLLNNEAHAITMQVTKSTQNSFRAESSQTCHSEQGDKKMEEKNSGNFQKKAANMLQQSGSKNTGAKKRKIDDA
#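 50 nM RECQ1T1 preincubated 15 min with compound in Tris pH 8.0 buffer with MgCl2, DTT, Tween-20 and 2.5 ug/ml poly(dI-dC); started with 200 nM TAMRA/BHQ-2 forked duplex and 2 mM ATP. Unwinding read as fluorescence (525/598 nm), two reads 2 h apart.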
# TexasRed fluor: Texas Red fluorescence interference in TRb-SRC2 counter-screen. Potency, µM (top dose mostly 106 µM), for the others: at the highest dose fluorescence change, negative = quenching. TRb/SRC2 Texas Red total fluorescence interference. actives 0.29% (n = 280,000). AID 1479; active means well fitted curve in either direction with a large enough effect; inconclusive means small, poorly fitted or top-dose-only effect
#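 Flags fluorescent or light-absorbing compounds by total fluorescence, S + 2P, at 555 nm excitation and 632 nm emission. Mixture: 20 nM Texas Red SRC2 peptide, 0.6 uM human TRb LBD, 1 uM T3, 5% DMSO; compound exposure 5 h at ambient temperature.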
# aGlu spleen mod: inhibits or activates alpha-glucosidase in human spleen homogenate. P10253. human spleen homogenate, 4-MU-alpha-glucoside fluorescence. Potency, µM (series often up to 79.9 µM), for the others: top-dose activity change, negative = inhibition, most hits filed as inhibitors. actives 0.006% (n = 240,000);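 further: 0% = enzyme with vehicle and -100% = no enzyme basal signal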
#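 Enzyme source: human spleen homogenate, 1 ug/well. Buffer 50 mM citric acid/K phosphate pH 5.0, 0.01% Tween-20. 4-MU-alpha-glucoside 1 mM; 37 C x 40 min; NaOH/glycine stop; fluorescence.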
# Active calls of the source: *; i = inactive; ? = inconclusive; . = no result given; & = joins results of further samples; ! = repeats disagree; [ ] = remark or other dose. Unless noted, the call rests on the fitted dose curve; in most records, active means well fitted curve in the direction sought with a large enough effect; inconclusive means small, poorly fitted or top-dose-only effect, or another doubt; inactive means no such curve, though single readings can be large; an effect the other way counts as inactive or inconclusive. Unless noted, on the % scale 0 is the no-effect control and ±100 the full control effect; potency means the concentration at half of the fitted maximal effect. A portion of the library, so the mix of outcomes need not match the whole.
# Start of the listing, in advance (two entries):
SMILES,GAA inhib,RGS12 GoLoco inh,L3MBTL1 block,GAA glycogen,TRb SRC2 PPI,RECQ1 helicase,TexasRed fluor,aGlu spleen mod
CCCCN1C(=O)CCC(C(=O)O)C1c1ccccc1 (stereo not drawn),0%,-11%,1%,11%,11%,-3%,-1%,-5%
COc1cc2c(OC(C)=O)c3c(c(-c4ccc5c(c4)OCO5)c2cc1OC)C(=O)OC3,.,5%,1%,-12%,-7%,-7%,-1%,-10%

# This part in full, previewed entries included:
SMILES,GAA inhib,RGS12 GoLoco inh,L3MBTL1 block,GAA glycogen,TRb SRC2 PPI,RECQ1 helicase,TexasRed fluor,aGlu spleen mod
CCCCN1C(=O)CCC(C(=O)O)C1c1ccccc1 (stereo not drawn),0%,-11%,1%,11%,11%,-3%,-1%,-5%
COc1cc2c(OC(C)=O)c3c(c(-c4ccc5c(c4)OCO5)c2cc1OC)C(=O)OC3,.,5%,1%,-12%,-7%,-7%,-1%,-10%
O=C(Nc1ccccc1)NC1CS(=O)(=O)CC1O (stereo not drawn),?,7%,-1%,5%,-22%,-12%,1%,1%
O=[N+]([O-])c1ccccc1S(=O)(=O)Nc1cccc2cccnc12,.,.,.,-5%[76.3 µM],2%,i,-1%,8%
CCOC(=O)C1(Cc2ccccc2C)CCCN(Cc2cn(C)nc2C)C1 (stereo not drawn),.,5%,1%,15%,3%,i,-3%,2%
COCCCNCCCOc1ccc(Cl)cc1Br,-3%,7%,1%,6%,0%,-1%,-5%,-11%
COc1ccc(C)cc1NC(=O)CN1C(=O)c2ccccc2S1(=O)=O,-4%,-2%,.,-13%,-4%,-4%,2%,5%
COC(=O)[C@H]1C2CCC(C(=O)OC)(CC2)[C@H]1C(=O)OC,-12%,1%,10%,12%,3%,-14%,-4%,-7%
O=C1CC(N2CCN(S(=O)(=O)c3ccccc3)CC2)C(=O)N1c1ccccc1 (stereo not drawn),.,6%,7%,3%,2%,i,1%,-4%
CC(C)c1cc(C(=O)NCCc2ccccc2)no1,-10%,-7%,.,8%,3%,-1%,-1%,-2%
Cc1ccc([N+](=O)[O-])c(C(=O)N/N=C/c2cccnc2)c1,-17%,2%,-13%,-24%,-1%,-6%,-3%,16%
CN(C)C(=O)c1cc(F)ccc1Sc1cc(Cl)ccc1Cl,-2%,1%,.,6%,-17%,i,-3%,-1%
O=C(O)Cc1ccc(Nc2cnn(C34CC5CC(CC(CC(=O)O)(C5)C3)C4)c(=O)c2Cl)cc1,.,-3%,0%,2%,-1%,-8%,-7%,5%
O=C(Nc1cc(Cl)cc(Cl)c1)C(NCCCO)c1ccccc1 (stereo not drawn),-4%,-4%,0%,-2%,1%,i,-2%,-2%
Cc1ccc(C(=O)Nc2nc(C(C)(C)C)cs2)s1,2%,20%,.,-5%,4%,-5%,-1%,-5%
O=C(CCc1ccccc1)NCC(=O)N/N=C/c1ccc2c(c1)OCO2,5%,0%,-4%,10%,-12%,5%,1%,-3%
Cc1nnc(C)n1/N=C/c1cc2ccccc2nc1Cl,-2%,-1%,1%,-1%,-2%,-9%,-2%,10%
O=C(Nc1ccc(Cl)cc1)N(Cc1cccnc1)Cc1ccco1,1%,10%,-2%[11.4 µM],5%,1%,-1%,1%,2%
COc1ccc(NS(=O)(=O)c2cc(NC(=O)/C=C/c3cc(OC)ccc3OC)ccc2N2CCCCC2)cc1,-3%,11%,-2%,-12%,6%[53 µM],-20%,-1%[53 µM],-8%
CCCCC1=CC2=C(c3ccco3)C(=O)C(C)(OC(=O)c3ccc(OC)cc3)C(=O)C2=CN1Cc1ccco1 (stereo not drawn),.,29%[14.2 µM],.,-6%,-1%[11.2 µM],6.3µM*!,?,-3%[17.4 µM]
CC1(C)CNC(=O)c2sc(NC(=O)CN3CCOCC3)nc2C1,-4%,-1%,9%,-2%,-5%,4%,5%,1%
Cc1nc(CS(=O)(=O)c2ccc(Cl)cc2)sc1C(=O)O,-15%,4%,0%,3%,1%,i,-3%,4%
CC(C)NC(=O)CSc1nnc(COc2ccccc2Cl)o1,-2%,2%,.,4%,2%,-4%,0%,-3%
CCOC(=O)C1(O)Oc2cc(OC)cc(OC)c2C(=O)C1c1ccccc1 (stereo not drawn),.,3%,.,.,-2%,-9%,-9%,8%
O=C(Cn1ncc2ccccc21)N1CCN(c2cccc(C(F)(F)F)c2)CC1,-18%,3%,-11%,2%,-11%,-7%,4%,1%
O=C(CC(c1ccccc1)(c1ccccc1)c1ccccc1)N[C@@H](Cc1ccccc1)C(=O)O,.,-2%,8%,2%,-2%,i,1%,1%
Cc1cc(C)cc(N(C(C)C(=O)N2CCOCC2)S(C)(=O)=O)c1 (stereo not drawn),-1%,-13%,1%,10%,-3%,11%,2%,0%
O=C(N/N=C\c1ccccn1)C1c2ccccc2Oc2ccccc21,-7%,4%,13%,-2%,3%,-20%,-3%,-1%
COc1ccc(NC(=O)c2[nH]c(C)c(C(C)=O)c2C)cc1S(=O)(=O)N1CCOCC1,3%,11%,6%,-4%,-1%,-2%,0%,-5%
Cc1nc2ccccc2cc1C(=O)N/N=C/c1cccs1,-1%,12%,3%,-2%,-2%,-1%,0%,-19%
Cc1ccccc1NC(=O)CSc1nc2ccccc2o1,2%,-2%,.,-3%,9%,-1%,1%,0%
CC(=NCC1CCNCC1)C1=C(O)CC(C)(C)CC1=O,-1%,-4%,6%,6%,-1%,-1%,0%,-1%
NS(=O)(=O)c1ccc(Nc2ccc([N+](=O)[O-])c3nonc23)cc1,.,111%[activator],.,-3%,4%,19%,-2%,-4%
CC(NC(=O)CSc1ccccc1C(=O)O)C1CC2CCC1C2 (stereo not drawn),?,-6%,46%[activator],12%,-13%,13%,-6%,3%
O=C(CSc1nnc(-c2ccc(F)cc2)c2ccccc12)Nc1ccccc1Cl,-4%,-16%,4%,-3%,-6%,-13%,?,3%
O=C(Cn1nc(Cc2ccncc2)c2ccccc2c1=O)N1CCc2ccccc2C1,-3%,-5%,-6%,7%,-5%,-7%,2%,1%
COc1ccccc1/C=C(/C#N)C(=O)O,-1%,7%,-1%,4%,-3%,-7%,-2%,3%
Cc1cc(NS(=O)(=O)c2ccc(NC(=O)CCCOc3ccc(Cl)cc3)cc2)no1,-6%,9%,-4%,11%,-8%,4%,0%,-1%
CSc1nc(SCC(=O)O)c2c3c(sc2n1)COC(C)(C)C3,.,-5%,0%,5%,-1%,10%,1%,1%
O=C(O)CC/C(=C\c1ccc(N2CCOCC2)c([N+](=O)[O-])c1)c1nc2ccccc2s1,8%,9%,-14%,7%,2%,i,-3%,5%
Fc1cccc2sc(Nc3nc4cc5c(cc4s3)OCO5)nc12,?,-2%,7%,8%,-2%,-6%,-3%,-6%
CCOC(=O)c1sc(=S)sc1SCc1cccc(C(F)(F)F)c1,-9%,4%,.,-6%,6%,-6%,3%,-3%
Cn1c(-c2ccc(F)cc2)cnc1NCc1ccc(F)cc1,8%,-35%,-17%,45µM*,1%,4%,-3%,-1%
CC(C)c1cc(C(=O)N2CCCC(C(=O)c3ccc4ccccc4c3)C2)on1 (stereo not drawn),-17%,-2%,6%,-15%,-2%,-6%,0%,-22%
COc1ccccc1Cc1noc(C(C)(C)NC(=O)c2ccccc2)n1,6%,.,4%,3%,-8%,-12%,-1%,-7%
COc1ccccc1N(C)S(=O)(=O)c1ccc(Cl)c(C(=O)NC2=NCCS2)c1,-4%,-1%,-2%,-15%,-3%,1%,-1%,13%
O=C(O)c1ccc(-n2c(O)c(C=C3N=c4ccccc4=N3)sc2=S)cc1,.,13%,-22%,2%,-2%,-4%,-2%,-2%
O=C(Cc1ccc(Cl)cc1)c1ccc(O)cc1,.,12%,22%,0%,-7%,-5%,-2%,7%
O=C(c1ccc(Cl)c(S(=O)(=O)N2CCOCC2)c1)N1CCN(Cc2ccccc2)CC1,-3%,10%,7%,-8%,3%,-6%,-1%,-1%
COc1cc(CCC(=O)Nc2nnc(-c3cccnc3)s2)cc(OC)c1OC,-2%,3%,.,-8%,-8%,3%,0%,0%
CCC(C)(C)NC(=O)C1CCN(c2nc(OC)nc(OC)n2)CC1,5%,4%,.,0%,-4%,3%,-1%,-18%
CC1(C)CC(=O)C2=C(C1)c1c(ccc3ncccc13)NC2c1cccs1 (stereo not drawn),1%,8%,-4%,7%,8%,?,1%,0%
CC(C)CCNC(=O)NC(=O)COc1c(F)c(F)cc(F)c1F,0%,-5%,3%,8%,-6%,i,3%,-3%
OCCNCCCOc1ccc(Cl)cc1Br,-19%,-10%,5%,10%,4%,-6%,-5%,-6%
O=C1C2C(C(=O)N1c1ccccc1)N1CCCN1C2c1ccccc1 (stereo not drawn),9%,-3%,-7%,?,-1%,-7%,-6%,2%
COc1ccc(OC)c(C2CC(=O)Nc3c2c(=O)[nH]c2ncnn32)c1 (stereo not drawn),4%,-5%,12%,20%,-4%&-5%,i,-1%&5%,6%
CC(CCc1ccccc1)NC(=O)CN1CCc2ccccc2C1 (stereo not drawn),1%,1%,20%,-8%,-9%,-1%,-3%,.
COc1ccc(C2C(C(C)=O)=C(O)C(=O)N2CCc2ccccc2)c(OC)c1 (stereo not drawn),10%,10%,.,1%,-9%,-5%,-1%,-3%
COc1ccc(/C=C(\NC(=O)c2cccs2)C(=O)Nc2cccc3ccccc23)cc1OC,-6%,-8%,?,7%,-3%,-11%,2%,2%

# Three entries drawn at random from the list so far:
SMILES,GAA inhib,RGS12 GoLoco inh,L3MBTL1 block,GAA glycogen,TRb SRC2 PPI,RECQ1 helicase,TexasRed fluor,aGlu spleen mod
CC(CCc1ccccc1)NC(=O)CN1CCc2ccccc2C1 (stereo not drawn),1%,1%,20%,-8%,-9%,-1%,-3%,.
CC1(C)CC(=O)C2=C(C1)c1c(ccc3ncccc13)NC2c1cccs1 (stereo not drawn),1%,8%,-4%,7%,8%,?,1%,0%
O=C(Cc1ccc(Cl)cc1)c1ccc(O)cc1,.,12%,22%,0%,-7%,-5%,-2%,7%
